Screening results from PubChem.
ER stress death: ER stress cell death inhibition | CSM14.1 thapsigargin ER stress survival, ATP luminescence | relative survival (cellular ATP), % at 15 µg/mL (by protocol) | 0.33% of 48,000 active | AID 1010;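 active = survival measured by cellular ATP above 50% at 15 µg/ml in the first screen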;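 also: cell death triggered by about 15 µM thapsigargin; ATP read 24 h after thapsigargin was added; plate controls were thapsigargin with DMSO for no effect and DMSO without thapsigargin for full effect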
* = called active by the depositor. These rows are one share of the data, so the mix of outcomes need not match the whole.

No. | smiles | ER stress death
1 | O=[N+]([O-])c1cccc(S(=O)(=O)N2CCCC2)c1 | -1.9
2 | CCOC(=O)c1nnsc1NC(=O)Nc1ccccc1 | 3.9
3 | CC1=C(C(=O)OC(C)C)C(c2coc3ccc(C)cc3c2=O)C2=C(CC(C)(C)CC2=O)N1 (stereo unspecified) | 1.0
4 | COc1ccc(C(=O)CSc2ncn[nH]2)cc1 | 13.2
5 | O=C(Nc1ccc(S(=O)(=O)N2CCCCCC2)cc1)c1ccco1 | 3.2
6 | O=c1/c(=C/c2cc(Cl)ccc2OCc2ccccc2F)sc2nc3ccccc3n12 | 1.6
7 | COc1ccc(/C(O)=C2\C(=O)C(=O)N(CCc3ccccc3)C2c2ccccc2F)cc1 (stereo unspecified) | 7.3
8 | COc1ccc(C(=O)c2ccc(Br)c([N+](=O)[O-])c2)cc1 | 2.8
9 | CC(=O)Oc1ccc(-c2cccc(C(=O)Nc3ccccc3Cl)c2)cc1 | -1.1
10 | O=C(Nc1ccccn1)C1CC(=O)N(c2ccc(Br)cc2)C1 (stereo unspecified) | 10.0
11 | O=C(COc1ccc(Cl)cc1Cl)Nc1ccc2c(c1)OCO2 | 6.4
12 | COc1ccccc1NC(=O)C1=C(C)NC(=O)NC1c1cccc(Cl)c1 (stereo unspecified) | 6.2
13 | Nc1nnc(-c2ccc(C(=O)O)cc2)s1 | 3.3
14 | CC(C)(C)C1CCc2c(sc3[nH]c(=S)[nH]c(=O)c23)C1 (stereo unspecified) | 7.6
15 | CCOc1cc(/C=C2\C(=O)NC(=O)N(c3ccc(Br)c(C)c3)C2=O)ccc1OC | 3.0
16 | CCOC(=O)C1=C(O)/C(=C/c2ccc(O)cc2)SC1=Nc1ccc([N+](=O)[O-])cc1 | -3.3
17 | COC(=O)c1c2nc3ccccc3sc-2cc(=O)c1N | -6.5
18 | Cc1ccc(C(=O)Nc2sc3c(c2C#N)CCCCC3)o1 | 3.4
19 | O=C1/C(=C\c2ccc(O)c(O)c2)SC(=S)N1c1cccc(C(F)(F)F)c1 | 1.6
20 | COc1ccc(C2CC(=O)C3=C(C2)Nc2ccccc2NC3c2ccc(OCc3ccccc3)c(OC)c2)cc1OC (stereo unspecified) | 125.1*

Reprinted from the entries so far, 3 compounds:
No. | smiles | ER stress death
1 | O=[N+]([O-])c1cccc(S(=O)(=O)N2CCCC2)c1 | -1.9
2 | CCOC(=O)c1nnsc1NC(=O)Nc1ccccc1 | 3.9
3 | CC1=C(C(=O)OC(C)C)C(c2coc3ccc(C)cc3c2=O)C2=C(CC(C)(C)CC2=O)N1 (stereo unspecified) | 1.0

Continuation.
No. | smiles | ER stress death
21 | O=C(Nc1ccccc1C(F)(F)F)C1COc2ccccc2O1 (stereo unspecified) | -2.8
22 | COc1ccc2[nH]c(C)c(CCC(=O)O)c(=O)c2c1 | 5.4
23 | Cc1ccc2[nH]c(C)c(CC(=O)N/N=C/c3ccc[nH]3)c2c1 | -1.0
24 | COc1ccc(Br)cc1C(=O)Nc1nc(C)cs1 | -7.5
25 | CCC(=O)N1CCN(CCN=CC2=C(O)CC(C)(C)CC2=O)CC1 | 5.7
26 | N#CC1=C(N)Oc2c(sc3ccccc23)C1c1cccs1 (stereo unspecified) | -2.2
27 | COc1ccccc1Nc1nc(C)c([N+](=O)[O-])c(Nc2ccccc2)n1 | 4.0
28 | O=C(Nc1ccc(O)c(-c2nc3ccccc3o2)c1)c1ccc(-c2ccc([N+](=O)[O-])cc2)o1 | -6.6
29 | COc1ccccc1OCCCn1ccnc1 | 1.4
30 | CS(=O)(=O)N(Cc1ccc(C(=O)NCc2ccc(Cl)cc2Cl)cc1)c1ccccc1 | -8.2
31 | Cc1ccc(C(=O)Nc2cccc(C(=O)O)c2)cc1S(=O)(=O)N1CCOCC1 | 11.8
32 | O=C1C(Nc2ccccc2)=CC(c2ccc(Cl)cc2)N1c1ccccc1 (stereo unspecified) | -0.5
33 | COc1ccc(-c2nc(-c3cccnc3)no2)cc1 | -3.9
34 | CC(C)OC(=O)CSC1=C(C#N)C(c2ccc(Cl)cc2Cl)CC(=O)N1 (stereo unspecified) | -2.4
35 | O=C(N=NC(=O)c1ccco1)c1ccc2c(O)n(N3C(=O)c4ccccc4C3=O)c(O)c2c1 | 5.9
36 | COc1ccc(C2CC(=O)C3=C(C2)Nc2ccccc2NC3c2coc3ccc(C)cc3c2=O)cc1 (stereo unspecified) | -2.2
37 | COc1cc(NC(=O)c2cccs2)c(OC)cc1Br | -0.5
38 | CC(=O)Nc1ccccc1/C=C/c1ccc2c(C)cc(C)c(O)c2n1 | -0.2
39 | CC1CC(N(C(=O)c2ccco2)c2ccccc2)c2ccccc2N1C(=O)c1ccco1 (stereo unspecified) | 2.6
40 | COc1cc(NC(=O)S(=O)(=O)c2ccccc2)ccc1NC(=O)c1ccco1 | 1.2
41 | COc1ccc(O)c(-c2c(-c3ccc(C)cc3)n[nH]c2C)c1 | -2.1
42 | CCOC(=O)c1cc(CC)sc1NC(=O)COc1ccc(Cl)cc1Cl | 4.7
43 | CC(=O)NC1=NN(C(C)=O)C(c2ccc(OC(C)=O)cc2)S1 (stereo unspecified) | 5.9
44 | N#CC(C#N)=C/C(=C/C(C#N)C#N)c1ccccc1 | 5.2
45 | CCOC(=O)c1ccc(NS(=O)(=O)c2cc(-c3nnnn3CC)ccc2OC)cc1 | -1.1
46 | CC(C)(C)c1nnc(NC(=O)c2cccc([N+](=O)[O-])c2)s1 | 7.9
47 | C/C(=N\NC(=O)c1cccc([N+](=O)[O-])c1)c1ccccn1 | 22.6
48 | Cc1ccc(OCC(=O)Nc2ccc3c(c2)OCCO3)c(Br)c1 | 9.0
49 | Cc1ccc(C(c2ccc(C)o2)c2cc(Br)cc(Br)c2O)o1 | -6.4
50 | Cc1ccc(-n2nc3cc(C)c(NC(=O)c4ccc([N+](=O)[O-])cc4Cl)cc3n2)cc1 | 3.2
51 | C=CCNC(=O)CN(c1ccccc1)S(=O)(=O)c1ccccc1[N+](=O)[O-] | 3.1
52 | COc1ccc(N2C(=O)C3ON(c4ccccc4)C(c4ccco4)C3C2=O)cc1 (stereo unspecified) | 10.1
53 | CCc1cc(=O)oc2cc(OCc3ccc(Cl)cc3)ccc12 | 7.6
54 | Cc1ccccc1CNS(=O)(=O)c1ccccc1 | 14.0
55 | O=C(CSc1nc2ccccc2s1)OCC(=O)c1ccccc1 | 5.5
56 | CCN(C(=O)c1cccc(C(=O)N(CC)c2ccccc2C)c1)c1ccccc1C | 3.7
57 | CC(Nc1ccc(Br)cc1)C(=O)N/N=C/c1ccc(O)cc1O (stereo unspecified) | 9.5
58 | O=C1NC(=O)N(c2ccccc2F)C(=O)/C1=C/c1ccc(I)o1 | -3.2
59 | COc1cc(C(=O)c2ccccc2)c(OC)cc1C(=O)NC1CC(C)(C)NC(C)(C)C1 | -5.0
60 | O=C(CSc1nc2ccccc2[nH]1)N1CCCCC1 | -2.8
61 | CC(C)OC(=O)c1c(-c2ccc(Br)cc2)csc1N | -1.6
62 | O=C1NC(=Nc2cccc(Cl)c2Cl)S/C1=C\c1ccc(F)cc1 | -2.6
63 | COc1cc(C2Nc3cc(C)c(C)cc3NC3=C2C(=O)CC(C)(C)C3)c(OC)cc1Br (stereo unspecified) | 2.3
64 | COc1ccc(NC(=O)c2nn3c(c2Br)NC(c2cccs2)CC3C(F)(F)F)c(OC)c1 (stereo unspecified) | 8.1
65 | O=C(O)CNC(=O)c1sc2ccccc2c1Cl | 5.7
66 | O=S(=O)(Cc1ccccc1)Nc1ccccn1 | 13.4
67 | Cc1no[n+]([O-])c1COc1ccc(/C=C(\C#N)C(N)=O)cc1 | 0.3
68 | O=C(COc1ccc(Cl)cc1Cl)N1CCN(C(=O)COc2ccc(Cl)cc2Cl)CC1 | 2.5
69 | CC(Nc1n[nH]c(=O)[nH]c1=O)C(=O)OCc1ccccc1 (stereo unspecified) | 3.2
70 | CC1CC(O)N(c2ccccc2)C(=S)N1 (stereo unspecified) | -1.6
71 | O=C(COc1ccc2ccccc2c1)Nc1ccc(NC(=O)c2ccco2)c(Cl)c1 | 3.0
72 | Cc1cc(=O)oc2c(I)c(OCc3ccccc3)ccc12 | 0.8
73 | CC(C)N(CCC#N)S(=O)(=O)c1ccc(-c2ccc([N+](=O)[O-])cc2)cc1 | 8.3
74 | O=C(Nc1ccc(Cl)c(Cl)c1)C1C2CCC3C(CCC21)C3(Cl)Cl (stereo unspecified) | 5.7
75 | CCOc1cc(/C=C2/C(=O)NC(=O)N(C)C2=O)cc(Cl)c1O | -5.8
76 | Cc1nn(-c2ccc(I)cc2)c(C)c1-c1cccc([N+](=O)[O-])c1 | 1.1
77 | CC(=O)c1c(NCCc2ccccc2)nc(=O)n(-c2ccccc2)c1C | -3.4
78 | Cc1ccc(-n2nc3ccc(NC(=O)c4ccccc4F)cc3n2)cc1 | 27.7
79 | CCOC(=O)c1[nH]c(=O)[nH]c1CSCCO | 10.7
80 | Cc1occc1C(=O)Nc1cccc(Cl)c1 | 4.4

Carrying on:
No. | smiles | ER stress death
81 | COc1ccc(/C(C)=N/OCC(=O)N2CCN(C(c3ccccc3)c3ccccc3)CC2)cc1OC | 24.6
82 | Cc1ccc(/C(O)=C/c2nc3ccccc3oc2=O)o1 | -11.0
83 | COc1ccc2c(c1)CC/C2=N\OC(=O)c1ccccc1OC | -4.9
84 | CCOc1ccc2oc(C)c(C(=O)O)c2c1 | -0.9
85 | O=C(/C=C/c1ccccc1)N1CCN(CCN2C(=O)C3C4C=CC(C4)C3C2=O)CC1 (stereo unspecified) | 0.8
86 | CCN(CC)c1ccc(/C=C2/SC(NC(C)=O)=NC2=O)cc1 | -3.4
87 | COc1cccc(OC)c1C(=O)NCc1ccc(S(N)(=O)=O)cc1 | 7.4
88 | Cc1nc(Nc2nc3ccccc3o2)[nH]c(=O)c1C | 2.8
89 | O=C(c1ccc(F)cc1)N(c1ccc(Cl)cc1)C1C=CS(=O)(=O)C1 (stereo unspecified) | 5.6
90 | CCOC(=O)C1=C(C)OC(N)=C(C#N)C1c1c(C)c(C)cc(C)c1C (stereo unspecified) | -0.8
91 | O=C(N=Nc1c(O)n(CN2CCOCC2)c2ccccc12)c1ccccc1 | -4.9
92 | O=C(c1ccc(S(=O)(=O)N2CCOCC2)cc1)N1CCN(c2ccccc2)CC1 | -1.9
93 | Cc1ccccc1N1OC2C(=O)N(c3ccc(F)cc3)C(=O)C2C1c1ccccc1 (stereo unspecified) | 7.4
94 | O=C(Cc1ccccc1)NN=C1CCCC1 | 19.7
95 | Nc1ccccc1C(=O)N/N=C\c1ccc(Br)o1 | -2.7
96 | Nc1ccc(S(=O)(=O)N2CCc3ccccc32)cc1 | -4.5
97 | CCOc1cccc(C(=O)Nc2cc(-c3nc4ccccc4[nH]3)ccc2C)c1 | 9.3
98 | COc1cc(/C=c2/sc3nc4ccccc4n3c2=O)ccc1OCc1nn[nH]n1 | 1.8
99 | O=C1C2C3c4ccccc4C(c4ccccc43)C2C(=O)N1c1cc(C(F)(F)F)ccc1Cl (stereo unspecified) | 8.7
100 | Cc1cc(C(=O)Nc2ccc(C(=O)O)cc2)c(-c2ccccc2)o1 | -0.8

Continued; it opens with the 3 that closed the last part.
No. | smiles | ER stress death
98 | COc1cc(/C=c2/sc3nc4ccccc4n3c2=O)ccc1OCc1nn[nH]n1 | 1.8
99 | O=C1C2C3c4ccccc4C(c4ccccc43)C2C(=O)N1c1cc(C(F)(F)F)ccc1Cl (stereo unspecified) | 8.7
100 | Cc1cc(C(=O)Nc2ccc(C(=O)O)cc2)c(-c2ccccc2)o1 | -0.8
101 | Cc1ccc(C=Nc2ccc(-c3ccc([N+](=O)[O-])cc3)cc2)s1 | 14.3
102 | O=C(Nc1cccc(Cl)c1)Nc1nnc(Cc2ccc(Cl)cc2Cl)s1 | 3.8
103 | C=CCOc1ccccc1C=C1C(=O)NC(=O)NC1=O | 3.0
104 | O=S(=O)(c1ccc2c(c1)Cc1cc(S(=O)(=O)N3CCOCC3)ccc1-2)N1CCOCC1 | 4.2
105 | O=C(/C=C/c1ccccc1F)c1c(-c2ccccc2)c2cc(Cl)ccc2[nH]c1=O | 3.7
106 | Cc1cccc(NC(=O)C2CCCN2C(=O)OC(C)(C)C)c1 (stereo unspecified) | 6.1
107 | O=C(COc1ccccc1Cl)Nc1ccc2nn(-c3ccccc3)nc2c1 | 2.3
108 | COc1ccc(N(CC(=O)N/N=C/c2cc(Br)c(C)o2)S(=O)(=O)c2ccccc2[N+](=O)[O-])c(OC)c1 | 32.9
109 | COc1ccc(C2OCC3(COC(C)=O)C(C)C=C(C)C2C3C)cc1 (stereo unspecified) | 10.6
110 | Cc1cc(Br)cc2c(N=Nc3cccc4cccnc34)c(O)n(C)c12 | -0.9
111 | Cc1cc(Cl)ccc1OCCCC(=O)Nc1ccc(C(N)=O)cc1 | 1.4
112 | CC(C)C(Nc1nc2ncn(Cc3ccccc3)c2c(=O)[nH]1)C(=O)O (stereo unspecified) | 7.2
113 | O=C(Cc1ccccc1)Nc1ccccc1NC(=O)Cc1ccccc1 | 7.6
114 | CCOC(=O)c1c(NC(=O)c2cccnc2)sc(C(=O)N(CC)CC)c1C | 1.1
115 | Cc1ccc(/C=C/C(=O)c2c(C)cc(C)[nH]c2=O)cc1 | -0.9
116 | O=C1NC(=S)S/C1=C/c1ccc(Cl)cc1 | 13.8
117 | Cn1ccc(C(=O)N/N=C/c2cccc(OCc3ccccc3)c2)n1 | -5.2
118 | COc1ccc(Cl)cc1N(CC(=O)N1CCOCC1)S(=O)(=O)c1ccc(C)c([N+](=O)[O-])c1 | 3.7
119 | O=C(C1=C(O)C(=O)N(c2nncs2)C1c1ccccc1F)c1cccs1 (stereo unspecified) | 2.0
120 | COc1ccc(-c2noc(COc3ccc(C)cc3Br)n2)cc1OC | 11.1
121 | O=C(O)COc1ccc(/C=C2\C(=O)NN(c3ccccc3)C2=O)cc1 | 5.0
122 | C=CCOC(=O)C1=C(C)N(CC)C(=O)NC1c1cc(Br)c(O)c(OC)c1 (stereo unspecified) | -3.4
123 | Cc1ccccc1NC(=O)c1ccc2ccccc2n1 | -4.5
124 | CC1CC(N(C(=O)c2cccc(Br)c2)c2ccccc2)c2ccccc2N1 (stereo unspecified) | 3.0
125 | C=CCON/C(CCC)=C1/C(=O)CC(C)(C)CC1=NC | 5.7
126 | O=C(/C=C/c1cccc([N+](=O)[O-])c1)Nc1ccc(-c2nc3ccccc3s2)c(O)c1 | -6.9
127 | CC(=O)N1c2ccccc2NC2=C(C(=O)CC(C)(C)C2)C1c1cccc([N+](=O)[O-])c1 (stereo unspecified) | 6.2
